Assay outcomes: PubChem, The Scripps Research Institute Molecular Screening Center
CHO-K1 Ca antag = counter-screen for M1 antagonists: effect in parental CHO-K1 cells; ATP-induced calcium, Fluo-8 fluorescence; actives 0.6% (n = 360,000); inhibition, % at 3 µM;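 active = inhibition above a per-plate cutoff, the plate's mean sample inhibition plus 3 SD, cut at about 24% in these data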;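 note: 0% = DMSO plus EC80 ATP and 100% = DMSO alone without ATP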
TAAR1 antag = antagonists of human TAAR1. Q96RJ0. CHO RD-HGA16 TAAR1, Fluo-8 calcium fluorescence, antagonist. inhibition, % at 3 µM. actives 1.5% (n = 360,000). AID 624466;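 active = inhibition above a per-plate cutoff, the mean inhibition of test compounds on that plate plus 3 SD, cut at about 49% in these data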;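 note: 0% = DMSO plus EC80 beta-PEA response and 100% = DMSO alone without agonist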
Target sequence (Q96RJ0 whole entry, looked up): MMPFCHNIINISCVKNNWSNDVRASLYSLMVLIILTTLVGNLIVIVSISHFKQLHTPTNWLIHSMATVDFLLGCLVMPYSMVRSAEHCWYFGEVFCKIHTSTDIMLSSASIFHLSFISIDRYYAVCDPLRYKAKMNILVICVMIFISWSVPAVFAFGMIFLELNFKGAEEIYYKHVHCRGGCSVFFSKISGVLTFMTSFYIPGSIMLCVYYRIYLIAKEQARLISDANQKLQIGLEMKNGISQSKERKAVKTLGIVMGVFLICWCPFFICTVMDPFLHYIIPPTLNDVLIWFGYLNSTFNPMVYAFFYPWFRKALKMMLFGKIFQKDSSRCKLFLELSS
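Material: RD-HGA16 CHO cells with stable hTAAR1 and Gα16; Dosing: single nominal final test compound concentration of 3 µM; Schedule: seeding 17-24 h prior, 75-min 37 °C, 30-min RT dye loading; Detection: kinetic Fluo-8 calcium fluorescence measurement; Measure: % inhibition from peak post-agonist over basal fluorescence ratio; Benchmarks: vehicle and agonist controls.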
CHO-K1 Ca PAM = M1 PAM counterscreen hit in parental CHO-K1 cells | ATP EC20, Fluo-8 calcium fluorescence; 0% at ATP EC20, 100% at ATP max | activation, % at 3 µM | actives 0.02% (n = 360,000);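 active = activation above the run cutoff, the mean activation of all test compounds plus 3 SD, cut at about 40% in these data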;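 note: peak over basal fluorescence ratio in a 140 s read after ATP addition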
CHO-K1 Ca ag = counter-screen for M1 agonists: effect in parental CHO-K1 cells | Fluo-8 calcium fluorescence; scaled to maximal ATP response, vehicle zero | activation, % at 3 µM | actives 0.48% (n = 360,000) | AID 602248; in the data active = activation above about 15%;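 note: untransfected CHO-K1 host cells lacking M1 receptor as counterscreen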
TAAR1 ag = agonists of human TAAR1. activation, % at 3 µM. actives 0.99% (n = 360,000). CHO RD-HGA16 TAAR1, Fluo-8 calcium fluorescence; vehicle wells 0%, saturating PEA agonist 100%;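 active = activation above the mean activation of all test compounds in the run plus 3 SD, cut at about 38% in these data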
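System: CHO-derived RD-HGA16 cells with stable Gα16 and human TAAR1 / Times: 17-24 h plating, Fluo-8 75 min 37 °C, 30 min RT / Technique: calcium-sensitive Fluo-8 signal, excitation 470-495, emission 515-575 nm / Measure: % activation relative to PEA EC100 response / Benchmarks: DMSO and PEA EC100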
CHO parental Ca = counter-screen for OX1R antagonists: effect in parental CHO cells | parental CHO-K1, ATP-induced calcium, Fluo-8 fluorescence | inhibition, % at 5.6 µM | actives 0.63% (n = 330,000) | AID 463079;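 active = inhibition above that plate's mean sample inhibition plus 3 SD, cut at about 26% in these data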;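 note: 0% = ATP-challenged DMSO wells and 100% = DMSO wells without ATP; some compounds past the cut are filed as inactive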
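test system = CHO parental line | reagent = ATP stimulus | measured by = intracellular calcium via Fluo-8 no-wash fluorescent dye | control set = ATP and no-ATP DMSO wells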
CHRM1 agonist = human M1 muscarinic receptor agonism; P11229; CHO-K1 hM1, Fluo-8 calcium fluorescence, agonist mode; 0% DMSO, 100% acetylcholine EC100; activation, % at 3 µM; actives 0.33% (n = 360,000); AID 588814;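 active = activation above the run's mean compound activation plus 3 SD, cut at about 16% in these data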;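 note: peak over basal fluorescence ratio within a 140 s kinetic read after compound addition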
OXTR potentiate = potentiators of human oxytocin receptor; actives 0.061% (n = 320,000); activation, % at 3 µM; P30559; AID 2445; CHO-OTR cells, Fluo-8 calcium fluorescence, potentiator mode; 0% = oxytocin EC15, 100% = EC100;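 active = activation above that plate's cutoff, the mean activation of tested compounds plus 3 SD, cut at about 6.6% in these data, passing the limit was not always enough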;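 note: 100% uses oxytocin at 75 nM as the full agonist control; some results filed as inactive read as strong as hits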
Target sequence (P30559 whole entry, looked up): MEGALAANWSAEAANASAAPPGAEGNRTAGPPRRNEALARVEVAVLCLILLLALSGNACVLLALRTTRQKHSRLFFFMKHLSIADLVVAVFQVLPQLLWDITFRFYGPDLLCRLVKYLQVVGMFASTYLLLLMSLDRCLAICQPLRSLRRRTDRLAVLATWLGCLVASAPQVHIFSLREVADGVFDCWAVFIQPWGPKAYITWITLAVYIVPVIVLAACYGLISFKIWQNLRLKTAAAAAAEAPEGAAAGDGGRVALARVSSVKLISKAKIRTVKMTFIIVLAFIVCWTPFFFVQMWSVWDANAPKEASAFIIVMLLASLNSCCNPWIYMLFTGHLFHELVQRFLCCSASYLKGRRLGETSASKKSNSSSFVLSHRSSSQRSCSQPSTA
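Measured by – Fluo-8 calcium dye fluorescence · Test system – human OTR in CHO cells · Dosing – one concentration, 3.0 µM compound · Controls – EC15 oxytocin alone as 0%, 75 nM oxytocin as 100% · Evaluation – normalized max/min fluorescence ratio, % activation · Timing – 6 min pre-incubation, 100 s read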
CHRM1 antagonist = human CHRM1 antagonism | CHO-K1 hM1, Fluo-8 calcium fluorescence, ACh EC80 antagonist | inhibition, % at 3 µM | actives 1.3% (n = 360,000) | AID 588852;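 active = percent inhibition above its own plate's cutoff, namely the mean of that plate's compound wells plus 3 SD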;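 note: peak over basal fluorescence ratio during 140 s after agonist addition; 0% = ACh EC80 plus DMSO and 100% = DMSO alone without agonist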
* = called active by the depositor; . = no result given. Hits appear at their usual frequency; 4.2% or so of the library scored in one or more.

SMILES	CHO-K1 Ca antag	TAAR1 antag	CHO-K1 Ca PAM	CHO-K1 Ca ag	TAAR1 ag	CHO parental Ca	CHRM1 agonist	OXTR potentiate	CHRM1 antagonist
Cc1c(C)n(Cc2ccccc2)c2ncnc(NCCO)c12	-6	-14	1	1.4	3	-4	0	-10	-13
CCO[C@H]1OC(C(=O)N2CCN(Cc3ccc4c(c3)OCO4)CC2)=C[C@@H](c2ccc3c(c2)OCO3)[C@@H]1CCCO	7	42	-20	1.7	18	-18	-3	-8	9
O=C(CCCCCNC(=O)N1CCn2c1nc1ccccc12)N[C@@H](Cc1ccccc1)C(=O)O	-1	-22	13	-0.1	1	-7	-2	2	-10
COc1ccc(Cn2c(CCC(=O)Nc3ccccc3OC)nc3cccnc32)cc1	-2	-1	21	0.3	-1	-19	-6	-7	7
COc1ccc(N2CCN(Cc3csc(C)c3-c3ccc(C)cc3)CC2)cc1	-6	-20	-9	0.4	-2	-30	-1	-18	-5
CCN(CC)C(=O)/C(=C/c1cccc([N+](=O)[O-])c1)NC(=O)c1ccco1	-3	6	-3	0.9	3	-4	-2	-7	-7
O=C(CC(=O)Nc1cc(Cl)ccc1Cl)Nc1cc(Cl)ccc1Cl	-11	-20	0	0.5	0	-7	-1	-9	13
O=C(CCN1C(=O)C2C3CCC(C3)C2C1=O)OCC(=O)c1cccc([N+](=O)[O-])c1 (stereo not given)	-5	-4	13	1.6	1	-7	-6	-3	-5
O=C(COC(=O)c1ccccc1F)NNC(=O)c1ccccc1	16	-7	-10	-0.3	3	9	0	4	-5
CCOC(=O)c1ccc(S(=O)(=O)N2CCNCC2)cc1	9	11	-6	-0.2	6	-1	-5	13*	-3
COc1ccc(-n2nc(C(=O)NCC(=O)NCC3COc4ccccc4O3)c3ccccc3c2=O)cc1OC (stereo not given)	7	58*	-3	4.2	13	-15	-2	-5	18
COC(=O)CCC(=O)NNC(=O)c1cccc(Br)c1	8	-10	-7	-0.4	1	-6	-8	-8	2
CCCc1cc2c(cc1NC(=O)c1ccc(C(C)(C)C)cc1)OCO2	-8	-16	17	-0.1	-1	14	-9	-2	13
COC(=O)Cc1nnc(SCC(=O)Nc2ccccc2)c2ccccc12	-10	-2	18	0.6	0	-9	-3	-6	-27
O=C(C[C@H]1C/C=C\CC[C@H](Cc2ccc(F)cc2)C(=O)OC[C@@H]2CCCN2C1=O)N[C@H](CO)Cc1ccccc1	-7	14	7	0.3	8	-19	-8	-6	1
CN(Cc1ccccc1)C(=O)COC(=O)c1cc2ccccc2oc1=O	-8	-9	14	0.6	-2	-20	-5	-5	-5
CC(C)Cn1c(-c2ccc(Cl)cc2)cnc1SCC(=O)N1CCOCC1	-14	-14	7	0.9	9	-13	-4	-5	-23
Cc1ccc(OCC(=O)NC2CC(C)(C)NC(C)(C)C2)c(C)c1	-7	-16	1	4.9	0	-12	-4	-14	18
Cc1ccc(NC(=O)CCCn2c(=O)[nH]c3ccsc3c2=O)cc1	-8	.	-14	-0.3	.	2	-6	3	3
COc1cc(C=NOC(=O)Nc2ccccc2)cc(OC)c1OC	-14	22	11	-0.2	7	.	-1	.	-3
O=C(O)CC1=C(Nc2ccccc2)C(=O)N(c2ccccc2)C1c1ccc(Br)cc1 (stereo not given)	-22	8	14	0.9	-1	-17	-2	-7	2
O=C(c1ccc(S(=O)(=O)N2CCOCC2)cc1)N(c1ccc(F)cc1)C1C=CS(=O)(=O)C1 (stereo not given)	-9	-8	-6	0.2	9	-4	-8	-5	-11
O=C(Nc1nncs1)c1cccc(S(=O)(=O)N2CCOCC2)c1	2	-8	1	0.1	2	-1	-3	-2	-2
COc1ccc2c(c1)C(=O)N(Cc1ccccc1)C(=O)C2(C)C	-1	-7	-23	0.1	-5	-13	-4	-6	-3
C/C(=N/NC(=O)c1cc(-c2cccc([N+](=O)[O-])c2)n[nH]1)c1ccc(Cl)cc1	-8	-3	14	0.8	0	-13	-5	0	-5

3 of the entries above in order of the TAAR1 ag value, ascending:
Compound | TAAR1 ag | CHRM1 agonist | CHRM1 antagonist
COc1ccc(N2CCN(Cc3csc(C)c3-c3ccc(C)cc3)CC2)cc1 | -2 | -1 | -5
CCCc1cc2c(cc1NC(=O)c1ccc(C(C)(C)C)cc1)OCO2 | -1 | -9 | 13
O=C(CCCCCNC(=O)N1CCn2c1nc1ccccc12)N[C@@H](Cc1ccccc1)C(=O)O | 1 | -2 | -10

(cont.)
SMILES	CHO-K1 Ca antag	TAAR1 antag	CHO-K1 Ca PAM	CHO-K1 Ca ag	TAAR1 ag	CHO parental Ca	CHRM1 agonist	OXTR potentiate	CHRM1 antagonist
Cc1cc(C)cc(C(=O)NC(CC(N)=O)c2ccc(NC3CCCCCCCCCCC3)c([N+](=O)[O-])c2)c1 (stereo not given)	-10	-1	17	0.5	1	-8	0	-9	-11
CCCNC(=O)C(Cc1ccccc1)NC(=O)c1ccc(C(F)(F)F)cc1 (stereo not given)	-14	9	8	0.3	9	-25	-6	1	-4
O=C1CN(c2ccccc2)C(=S)N1c1ccccc1	-2	-11	-3	0.0	0	8	4	-1	-15
COc1ccccc1Cc1c(-c2ccc(OC)c(OC)c2)nc2cc(C)c(Br)c(C)n12	-15	-34	6	0.2	6	.	.	.	.
O=C1CCCN2N=C(SCC(=O)N3CCCCC3)SC2=N1	0	-6	-16	0.6	1	-7	-4	2	14
COc1cc(C2NC(=O)NC(C)=C2C(=O)OCC2CCCO2)cc(OC)c1OC (stereo not given)	10	-1	-7	-0.2	5	4	-4	-1	16
CCOC(=O)C1CCCN(S(=O)(=O)c2c(C)c(C)cc(C)c2C)C1 (stereo not given)	-19	6	25	-0.4	12	-13	-5	-5	-31
C=CCn1c(SCC(C)=O)nnc1-c1cc(-c2ccccc2)sc1N	0	2	8	1.1	2	-18	-6	-7	8
CC(C)c1nc2ccc(C(=O)O)cc2[nH]1	-12	-12	4	-0.4	7	-6	7	9	-43
COc1ccc(-n2nc(C(=O)NCC(=O)N3CCOCC3)c3ccccc3c2=O)c(OC)c1	-1	-7	-2	1.1	2	-14	0	-10	-6
Cc1ccc(C(=O)O)cc1S(=O)(=O)Nc1ccccc1C(=O)NC1CC1	3	-39	-4	1.5	1	.	-3	.	-4
CSc1ccccc1NC(=O)c1noc2c1CCC2	-8	-3	15	-0.3	9	-15	-7	-5	5
CC(C)(C#N)Cc1cc(CC(C)(C)C#N)cc(C(C)(C)C)c1	-11	29	-20	-0.5	19	1	-8	-14	11
CCOCCCNC(=O)c1ccc(Cn2c(=S)[nH]c3c([nH]c4ccc(OC)cc43)c2=O)cc1	12	14	-1	-0.5	1	1	-1	-13	6
CC(C)N1C(=O)S/C(=C/c2ccccc2OCc2ccc(C(=O)O)cc2)C1=O	-4	-10	22	0.5	-1	-1	-10	-17	-10
CC(C)(C)NC(=O)C(c1ccncc1)N(Cc1cccs1)C(=O)Cn1nnc(-c2cccs2)n1 (stereo not given)	-14	4	12	0.2	4	-21	-4	-4	-2
O=C(O)CC/C(=N\Nc1ccc(S(=O)(=O)N2CCCC2)cc1[N+](=O)[O-])c1cccs1	-2	-14	8	0.9	4	.	-6	.	-3
CC(C)CCn1c(=S)[nH]c2ncccc2c1=O	-9	6	21	0.5	3	12	-1	-11	0
CC(=O)N/C(=C/c1ccc(OC(F)F)cc1)C(=O)O	3	-28	-8	0.5	5	4	0	-1	-12
COc1ccc(C(C2C(=O)CC(C)(C)CC2=O)C2C(=O)CC(C)(C)CC2=O)cc1	9	-13	12	19*	2	-1	0	5	-1
CCOc1ccccc1NC(=O)COn1nnc2ccc(Cl)cc21	-7	14	13	0.4	1	-9	-4	-2	-37
CC(=O)Nc1ccc(S(=O)(=O)N2CCN(S(=O)(=O)N3CCC(C)CC3)CC2)cc1	-17	-8	25	1.3	1	14	-4	-5	-14
Cc1ccc(OCCn2c(=O)sc3ccccc32)cc1	-4	20	11	-0.1	7	-14	-7	-4	-10
COc1cc(/C=C2/C(=N)N3C(=NC2=O)SN=C3S(C)(=O)=O)ccc1OS(=O)(=O)c1ccc(C)cc1	3	0	-27	0.1	-3	12	-2	-22	-1
CCn1c(Sc2ccc(N)cc2Cl)nc2ccccc21	-20	-32	20	-0.8	5	-28	-5	0	-11
Additional entries follow.
SMILES	CHO-K1 Ca antag	TAAR1 antag	CHO-K1 Ca PAM	CHO-K1 Ca ag	TAAR1 ag	CHO parental Ca	CHRM1 agonist	OXTR potentiate	CHRM1 antagonist
Cc1cc2nc(C(C)(C)C)c(Cc3ccsc3)n2c(C)c1Br	-32	-37	5	-0.4	2	.	.	.	.
CCOc1ccc(-c2nnn(CC(=O)N3CCN(c4ccc(OC)cc4)CC3)n2)cc1OCC	-8	-4	13	2.6	16	-13	-1	-5	1
Cc1ccccc1NC(=O)C1C2CCCCC21 (stereo not given)	1	-15	4	0.1	0	-8	-7	6	-8
Cc1cc(C)nc(N2CCCC(C(=O)NC3CCCC3)C2)n1 (stereo not given)	-17	1	-4	0.3	1	-16	-4	-1	2
NC(=O)/C(=C\c1ccccc1)NC(=O)c1ccc(NC(=O)c2ccccc2)cc1	-1	1	2	0.1	0	-23	-2	-4	-5
CC(C)c1nnc(NC(=O)COc2ccc3ccccc3c2)s1	-1	-7	6	0.1	4	-7	-1	-5	-3
CCOCCn1c(N2CCN(c3ccccc3)CC2)nc2c1c(=O)n(C)c(=O)n2C	-14	-5	23	1.6	16	-14	-4	-11	-5
c1ccc(CCC2CCCCN2Cc2cn[nH]c2-c2cc3ccccc3o2)nc1 (stereo not given)	-7	-27	12	0.8	2	-13	-8	-3	-7
CCSc1ccccc1C(=O)NCc1ccc2c(c1)OCO2	2	-6	0	0.2	12	-11	-6	-2	-4
O=c1oc2cc(Oc3ccc(C(F)(F)F)cc3[N+](=O)[O-])ccc2c2c1CCC2	0	8	5	0.4	2	-7	-2	-7	-6
CC#CC(=O)N1CCC(n2nccc2NC(=O)CCc2ccccc2)CC1	-3	-23	-7	-0.1	3	.	-5	.	-7
Cc1ccc(S(=O)(=O)N(C)CC(=O)OCc2nnc(-c3ccccc3)o2)cc1	-5	-11	6	0.8	4	-6	0	-11	-26
Cc1cccc(C)c1NC(=O)CNC(=O)c1cn(-c2ccccc2)nc1-c1ccccc1	-1	12	-8	2.6	0	-12	-2	-6	-5
CCCCn1c(N)c(N(CC)C(=O)c2ccc(Cl)c(Cl)c2)c(=O)[nH]c1=O	-11	-21	-21	1.5	6	-3	-4	3	-2
Cc1cccc(NC(=O)CSc2nnc3ccc(-c4ccccn4)nn23)c1	6	-8	2	0.1	0	-12	-4	8	1
CC1(C(=O)Nc2ccccc2)CCN1C(=O)CCc1ccc(Cl)cc1Cl (stereo not given)	2	-1	5	-0.2	-3	.	-5	.	0
